Screening results deposited in PubChem by Broad Institute.
E-selectin induc: E-selectin induction in HUVECs, primary screen, imaging, HUVEC, immunofluorescence imaging, single point; P16581; normalized: neutral wells 0, TNF-alpha wells 100; activation, % at 7.58 µM; 260,000 tested, 0.37% active;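 active = mean E-selectin-positive cell signal at least 10% of the positive control, reached in at least 60% of replicates, without over 20% cell loss; inconclusive = no rule given, readout overlaps actives, possibly toxicity-flagged; inactive = the rest, including those meeting only one limit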;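 note: in these data hits start at about 27%; measured in HUVEC primary endothelial cells; signal is the percent of cells scored E-selectin positive by PE staining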
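System: HUVEC / Compound: single concentration / Signal: immunofluorescence imaging / Read-out: percent E-selectin-positive cells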
RAD54 branch: inhibitors of human RAD54 branch migration, primary screen, biochemical, fluorescence, single point. DNA repair and recombination protein RAD54-like (Homo sapiens), Q92698. RAD54 Holliday junction branch migration, FAM/BHQ fluorescence. inhibition, % at 10.4 µM. 360,000 tested, 0.14% active;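 active = mean normalized replicate activity at least 40 and at least half of replicates scoring 40 or more; inconclusive = only one of the two criteria met; inactive = mean below 40 and under half of replicates reaching 40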;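 note: 0% = median of neutral control wells and 100% = median of positive control wells; inhibitors cause a drop in the FAM fluorescence signal; in these data hits start at about 50%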
Target sequence (Q92698 whole entry, looked up): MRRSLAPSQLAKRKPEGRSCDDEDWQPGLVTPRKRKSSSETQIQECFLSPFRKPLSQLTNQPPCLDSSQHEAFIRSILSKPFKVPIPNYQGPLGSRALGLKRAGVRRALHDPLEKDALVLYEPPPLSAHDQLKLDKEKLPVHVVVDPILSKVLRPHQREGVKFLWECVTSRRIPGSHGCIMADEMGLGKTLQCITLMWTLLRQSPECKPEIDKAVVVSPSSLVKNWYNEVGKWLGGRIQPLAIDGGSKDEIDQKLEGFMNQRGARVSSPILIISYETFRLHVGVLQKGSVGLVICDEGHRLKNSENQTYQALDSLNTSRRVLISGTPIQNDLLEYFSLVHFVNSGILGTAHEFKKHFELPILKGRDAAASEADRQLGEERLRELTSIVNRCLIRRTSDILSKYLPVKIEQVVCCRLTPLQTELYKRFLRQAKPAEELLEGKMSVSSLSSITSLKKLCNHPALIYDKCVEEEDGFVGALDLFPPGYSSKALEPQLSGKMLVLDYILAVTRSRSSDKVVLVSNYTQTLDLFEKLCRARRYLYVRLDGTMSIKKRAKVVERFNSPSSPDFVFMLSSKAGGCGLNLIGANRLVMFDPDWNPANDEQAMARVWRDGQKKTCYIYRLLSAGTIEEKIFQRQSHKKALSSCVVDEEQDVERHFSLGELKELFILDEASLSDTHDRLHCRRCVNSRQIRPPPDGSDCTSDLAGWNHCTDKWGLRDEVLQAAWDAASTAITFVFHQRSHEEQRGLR
XiGFP reactiv: activators of inactive X chromosome reactivation, primary screen, imaging, XiGFP fibroblasts, GFP high-content imaging, set 2; XiGFP mouse fibroblasts, % GFP-positive cells imaging, 3 d; cells co-treated with 5-aza-dC sensitizer; scaled so ellipticine positive control = 100%; activation, % at 7.58 µM; 360,000 tested, 0.055% active; AID 743238, 2013;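 active = mean normalized replicate activation at least 10% and every replicate at or above 10%; inconclusive = only one of the two criteria met; inactive = mean below 10% and not all replicates reach 10%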;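 note: 0% = median of on-plate neutral control wells and 100% = ellipticine 6 µM median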
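System: XiGFP fibroblasts, SV40-immortalized. Medium: DMEM plus 5-aza-dC sensitizer. Doses: single point. Timing: 3 d treatment, 15 min room-temperature fixation. Control set: ellipticine 6 µM.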
Casp6 inh: human caspase-6 inhibitors, primary screen, biochemical, VEID-R110 fluorescence, single point, set 2; purified caspase-6, Z-VEID-R110 cleavage fluorescence; inhibition, % at 12.5 µM; AID 686996, 2013; P55212; 350,000 tested, 0.53% active;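 active = mean inhibition across replicates at least about 35%, with every replicate also reaching that limit, limit read from the data; inconclusive = only one of the two criteria met; inactive = neither criterion met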;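 note: 0% = median of neutral control wells and 100% = no fluorescence left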
Target sequence (P55212 24-179 limits assumed): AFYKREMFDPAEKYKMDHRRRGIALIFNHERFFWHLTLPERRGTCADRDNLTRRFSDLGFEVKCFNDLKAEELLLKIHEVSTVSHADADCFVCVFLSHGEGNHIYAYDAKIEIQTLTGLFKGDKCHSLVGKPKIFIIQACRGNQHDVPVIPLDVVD
Target sequence (P55212 194-293 limits assumed): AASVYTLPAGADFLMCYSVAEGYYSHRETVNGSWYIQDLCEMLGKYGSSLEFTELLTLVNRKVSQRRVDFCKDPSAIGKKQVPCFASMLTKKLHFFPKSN
DENV2 CPE: inhibitors of DENV2 cytopathic effect, primary screen, cell-based, plate reader, single concentration; 350,000 tested, 1.7% active; CPE inhibition, % at 9.99 µM; DENV2-infected cells, cytopathic effect rescue; in the data active = CPE inhibition above about 20%, passing the limit was not always enough; inconclusive = no clear call, values can overlap the other calls; tested in BHK-21 cells;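 note: 0% = median of neutral control wells and 100% = median of positive control wells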
F508del corr: F508del CFTR correction, initial screen, CFBE line, single point; 350,000 tested, 0.36% active; AID 720511, 2013; CFBE cells, YFP halide quenching; stimulated with forskolin plus potentiator P3; % fluorescence drop versus neutral controls; activity (quench increase), % at 7.58 µM;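 active = mean added fluorescence quench of at least 8% versus neutral control, with both replicates also reaching 8%; inconclusive = only one of the mean or replicate conditions met; inactive = mean below 8% and not both replicates reaching 8%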;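 note: cells transiently co-express mutant CFTR-F508del with the halide-sensitive YFP; corrector assay measuring rescue of mutant channel to the surface after 24 h compound exposure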
GSIS activator: GLuc luminescence reporter in INS-1E cells, primary screen for activators of glucose-dependent secretion of insulin | activation, % at 16.6 µM | 370,000 tested, 0.61% active | INS-1E GLuc reporter insulin secretion, 2-3 h | AID 743287, 2014;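 active = lowest replicate activation of at least 40%, so every replicate reaches that level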;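 note: 0% = median of neutral control wells and 100% = median of IBMX positive control wells; some compounds called inactive have numbers as strong as hits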
RAD52 inh: RAD52 DNA annealing inhibitors, primary screen, biochemical, FRET, single point, set 2. DNA repair protein RAD52 homolog (Homo sapiens), P43351. recombinant RAD52 DNA annealing, FRET fluorescence. inhibition, % at 18.7 µM. 360,000 tested, 0.46% active;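 active = every replicate showing at least 50% inhibition; inconclusive = mean inhibition at least 50% but not in every replicate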
* hit, by the source's call; ? = inconclusive; · = not tested or not shown; & = joins results of further samples; ! = a repeat was not active.

canonical_smiles,E-selectin induc,RAD54 branch,XiGFP reactiv,Casp6 inh,DENV2 CPE,F508del corr,GSIS activator,RAD52 inh
C[C@@H]1CN([C@@H](C)CO)C(=O)Cc2cc(NS(=O)(=O)c3cccs3)ccc2O[C@H]1CN(C)S(=O)(=O)c1ccccc1,0.7,5,-1.0,0,78*,3.1,15,2
CCCN1[C@H](C(=O)OC)[C@@H](CO)[C@@H]2Cn3c(ccc(-c4ccncc4)c3=O)[C@@H]21,-0.4,·,0.4,2,18,-1.0,14,-37
O=C(COc1ccccc1)N=C1SC2CS(=O)(=O)CC2N1c1ccc(F)cc1 (stereo not drawn),0.4,5,0.0,2,-5,1.8,6,-16
Cn1c(=O)[nH]c(=O)c2c1nc(SCC(N)=O)n2Cc1cccc(Br)c1,0.4,10,0.3,11,-3,1.0,·,10
O=C(CCSCc1ccc(Cl)cc1)NCc1cccs1,4.7,·,0.3,3,6,-1.1,-1,-13
CN1CCCN(C(=O)C2CCC(C(=O)N3CCCN(C)CC3)CC2)CC1 (stereo not drawn),-0.3,·,0.0,0,10,3.7,3,-11
CC(C)NC(=O)Nc1ccc2c(c1)C(=O)N([C@@H](C)CO)C[C@@H](C)[C@@H](CN(C)Cc1ccc3c(c1)OCO3)OCCCC[C@H](C)O2,·,6,0.1,·,-2,0.4,-1,·
COc1ccc(Cc2nc3ccccc3n2CC(=O)N/N=C/c2ccccc2)cc1OC,-1.3,·,-0.1,1,-4,·,-13,-1
OC[C@H]1[C@@H](c2ccccc2)C2(CN(Cc3ccccc3)C2)N1Cc1ccncc1,0.0,·,0.0,-4,-6,-1.7,-2,-20
O=C(O)C1=CCCN(CCON=C(c2ccccc2)c2ccccc2)C1,1.0,-8,0.1,1,11,2.1,·,-7

Copied from above, three compounds:
canonical_smiles,E-selectin induc,RAD54 branch,XiGFP reactiv,Casp6 inh,DENV2 CPE,F508del corr,GSIS activator,RAD52 inh
O=C(CCSCc1ccc(Cl)cc1)NCc1cccs1,4.7,·,0.3,3,6,-1.1,-1,-13
CN1CCCN(C(=O)C2CCC(C(=O)N3CCCN(C)CC3)CC2)CC1 (stereo not drawn),-0.3,·,0.0,0,10,3.7,3,-11
CC(C)NC(=O)Nc1ccc2c(c1)C(=O)N([C@@H](C)CO)C[C@@H](C)[C@@H](CN(C)Cc1ccc3c(c1)OCO3)OCCCC[C@H](C)O2,·,6,0.1,·,-2,0.4,-1,·

Carrying on.
canonical_smiles,E-selectin induc,RAD54 branch,XiGFP reactiv,Casp6 inh,DENV2 CPE,F508del corr,GSIS activator,RAD52 inh
COc1cc(OC)cc(C(=O)Nc2cc(C)nn2-c2ccccc2)c1,0.2,-3,0.1,1,8,0.8,6,-4
COc1ccccc1S(=O)(=O)N1CC[C@@H]2[C@H]1c1cc(-c3ccc(F)cc3)ccc1N[C@@H]2CO,0.5,1,0.1,-2,-17,-0.1,-5,-9
COc1ccc(C(C#N)N2N=C(C)CC2c2ccccc2)cc1 (stereo not drawn),0.0,-14,-0.1,0,1,0.1,5,-4
Cc1[nH]c2ccc(-c3n[nH]c(=S)n3-c3ccccc3)cc2c1C,·,·,-0.1,1,-7,·,·,-6
O=C(O)c1ccc(N2C(=O)CC(SC(=Nc3ccccc3)Nc3ccccc3)C2=O)cc1 (stereo not drawn),·,·,0.0,2,-11,-1.6,-17,-12
Cc1ccc(Oc2nc(-c3cccnc3)nc3ccccc23)c([N+](=O)[O-])n1,0.8,-4,-0.1,1,1,3.8,1,-18
CCN(CC)c1ccc(NC(=O)COC(=O)CSc2ccc(Br)cc2C)cc1,·,·,0.0,-4,-3,-2.4,-4,1
O=C(O)Cn1cnc2c(NCc3ccccc3)ncnc21,·,·,0.0,-3,-1,-0.1,1,20
C=CCSc1nnc(NC(=O)CN2C(=O)NC3(CCCC3)C2=O)s1,-0.9,14,-0.1,-3,-3,-2.3,-3,-13
CC1=C(C(=O)N(C)C)CC(CC(=O)NCCN2CCOCC2)C(=O)N1Cc1ccc(F)cc1 (stereo not drawn),-0.2,2,0.0,-2,-15,-0.5,2,-4

Individual results from the list.
COc1cc(OC)cc(C(=O)Nc2cc(C)nn2-c2ccccc2)c1 in E-selectin induc is listed with 0.2
CC1=C(C(=O)N(C)C)CC(CC(=O)NCCN2CCOCC2)C(=O)N1Cc1ccc(F)cc1 (stereo not drawn) in GSIS activator is listed with 2
C=CCSc1nnc(NC(=O)CN2C(=O)NC3(CCCC3)C2=O)s1 in XiGFP reactiv is listed with -0.1
CCN(CC)c1ccc(NC(=O)COC(=O)CSc2ccc(Br)cc2C)cc1 in RAD52 inh is listed with 1
O=C(O)c1ccc(N2C(=O)CC(SC(=Nc3ccccc3)Nc3ccccc3)C2=O)cc1 (stereo not drawn) in RAD52 inh is listed with -12
Cc1ccc(Oc2nc(-c3cccnc3)nc3ccccc23)c([N+](=O)[O-])n1 in Casp6 inh is listed with 1

New compounds follow
canonical_smiles,E-selectin induc,RAD54 branch,XiGFP reactiv,Casp6 inh,DENV2 CPE,F508del corr,GSIS activator,RAD52 inh
COc1c(F)c(F)c(C(=O)Nc2ccc(NC(=O)Cc3ccccc3)cc2)c(F)c1F,-0.2,·,0.6,1,5,-1.9,1,-11
CCOc1ccccc1C(=O)N[C@H](C(=O)OCc1csc(CC(=O)Nc2ccc(C)cc2)n1)C(C)C,-0.5,8,0.8,0,14,-2.7,-21,-46
CC(C)Oc1ccc(/C(O)=C2/C(=O)C(=O)N(CCN3CCNCC3)C2c2cccc([N+](=O)[O-])c2)cc1 (stereo not drawn),0.7,-2,0.1,2,6,0.4,4,-3
CCOc1c(Br)cc(C2NC(=O)CCC2[N+](=O)[O-])cc1OC (stereo not drawn),0.1,0,0.0,3,-4,-1.5,24,-11
C#Cc1ccc([C@@H]2C=C(C(=O)NCc3ccccc3)O[C@H](OCc3ccc(CO)cc3)C2)cc1,-0.1,-1,0.1,-5,7,-2.6,-10,-99
Cc1ccc(S(=O)(=O)N(C)C)cc1NC(=O)COC(=O)c1ccc2c(c1)NC(=O)CS2,·,·,2.7,2,0,1.0,7,-11
COc1ccc(NC(=O)c2cc(OC)c(OC)c(OC)c2)cn1,·,-2,·,0,18,-2.4,-1,-1
COc1ccc(NC(=S)N2CCN(Cc3cccc(F)c3)CC2)c(OC)c1,4.3,-21,0.3,-2,2,-2.1,-9,-12
Cn1cnc(S(=O)(=O)N[C@@H]2CC[C@H](CC(=O)Nc3ccccc3)O[C@@H]2CO)c1,-0.1,3,-0.2,-2,5,0.1,4,1
CCCNC(=O)C[C@@H]1C[C@H]2c3cc(NC(=O)c4cccnc4)ccc3O[C@H]2[C@@H](CO)O1,0.5,6,0.1,·,?,-0.1,20,·
Nc1nc(Nc2cccc(Cl)c2)n[nH]1,·,-19,0.1,-6,3,0.0,-9,-2
O=C(C[C@H]1C=C[C@H](NC(=O)Nc2ccc(F)cc2)[C@@H](CO)O1)NCc1cccc(F)c1,-0.5,-9,-0.4,1,17,0.9,-8,-1
CC(C)(C)c1ccc(-n2ncc3c2CCCC3NC(=O)CN2CCOC2=O)cc1 (stereo not drawn),-0.1,-6,0.4,-5,-3,1.7,4,-23
Cc1ccc(NC(=O)CN(C)C(=O)COC(=O)c2nc3nccc(C)n3n2)cc1,-1.0,0,-0.1,1,0,-3.2,7,-23
O=C(CCCCO)CCCCCCCC[C@H]1N[C@H](CO)[C@H](O)[C@@H]1O[C@@H]1O[C@H](CO)[C@@H](O)[C@H](O)[C@H]1O,0.0,-5,0.4,·,·,0.0,-2,·
CCc1ccccc1N1CC(C(=O)Nc2nccs2)CC1=O (stereo not drawn),-0.1,·,0.4,-2,17,0.9,-4,-10
CC(C)CCNC(=O)C(c1ccco1)N(CCCO)C(=O)Cn1nnc(-c2ccc(F)cc2)n1 (stereo not drawn),·,·,0.3,-2,6,-1.2,7,-6
COc1ccc(NC(=O)COc2cccc3c2OC(C)(C)C3)cc1OC,·,-2,0.1,0,18,2.4,-31,-1
C[C@@H]1CN([C@H](C)CO)C(=O)c2cc(NC(=O)CCN3CCOCC3)ccc2O[C@H]1CN(C)C(=O)Nc1ccc(C(F)(F)F)cc1,?,-22,-0.1,4,-4,1.8,-3,-10
Cc1noc(C)c1NC(=O)N(C)C[C@@H]1Oc2cc(Br)ccc2S(=O)(=O)N([C@@H](C)CO)C[C@H]1C,0.1&-0.2,-2&2,0.3&0.1,2&-1,21*!,-3.9&-1.0,4&2,0&-12

Next section.
SMILES | E-selectin induc | RAD54 branch | XiGFP reactiv | Casp6 inh | DENV2 CPE | F508del corr | GSIS activator | RAD52 inh
Cc1ccc(C2NC(=S)NC3=C2C(=O)CCC3)cc1 (stereo not drawn) | 0.0 | · | 0.2 | -1 | -1 | 2.1 | 3 | -8
O=C(COc1ccccc1C(=O)c1cnn(-c2ccccc2)c1)Nc1ccc2ccccc2c1 | -2.0 | -1 | 0.0 | -1 | 5 | · | · | -22
Cc1cccc(C(C)C)c1NC(=O)COC(=O)Cc1ccsc1 | 0.1 | -1 | 0.2 | -4 | 1 | · | -5 | -10
CNC(=O)NC(=O)CSc1ccc(S(=O)(=O)N2CCOCC2)cn1 | -0.5 | 4 | 0.0 | -1 | 2 | -7.8 | 7 | -22
COc1ccc(-c2cc(C(=O)NC(Cc3cc4ccccc4[nH]3)C(=O)O)c(C)o2)cc1OC (stereo not drawn) | · | · | 0.3 | 48* | -1 | -2.2 | 10 | -9
C[C@H]1CN([C@@H](C)CO)C(=O)c2cc(NC(=O)C3CC3)ccc2O[C@H]1CN(C)CC1CC1 | -0.1 | 6 | 0.0 | -2 | -6 | -1.4 | 23 | -2
O=C(CN1CCOCC1)N[C@@H]1CC[C@@H](CCNC(=O)C2CCC2)O[C@H]1CO | -0.2 | 0 | -0.1 | 0 | -3 | 1.9 | 3 | -14
CC(Oc1ccccc1Cl)C(=O)Nc1ccc(S(=O)(=O)Nc2nccs2)cc1 (stereo not drawn) | -0.6 | -17 | 0.0 | 4 | -5 | 8.7* | 87* | -27
CC(=O)N(C[C@H]1N[C@H](CO)[C@@H]1c1ccc(-c2cncnc2)cc1)C1CCCC1 | -0.1 | · | 0.2 | · | -8 | -1.7 | -6 | 2
CN1[C@H](C(=O)NC2Cc3ccccc3C2)[C@@H](CO)[C@@H]2Cn3c(ccc(-c4ccncc4)c3=O)[C@@H]21 | -0.4 | 6 | 0.0 | -5 | ? | 0.1 | 4 | -14
CC(NC(=O)Cn1cc([N+](=O)[O-])cn1)c1ccc(C(C)(C)C)cc1 (stereo not drawn) | · | · | 0.0 | -2 | 12 | 0.1 | -30 | -12
CCOC(=O)C1=C(C(=O)OCC)c2ccc(OC)c(OC)c2C1 | 0.7 | · | 0.1 | 0 | 7 | -3.7 | 19 | -12
